High-throughput results deposited in PubChem BioAssay by National Center for Advancing Translational Sciences (NCATS).
RECQ1 helicase = blocks DNA unwinding by human RECQ1; Potency, µM (titrated, usually from 57.3 µM), for the others: at the highest dose activity, negative = inhibition, most hits filed as inhibitors; RECQ1 DNA unwinding, red fluorescence kinetic read; actives 0.54% (n = 240,000);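 also: plate controls were vehicle for no effect and no enzyme for full effect; nearly all actives have a fitted effect of over 30% in size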
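RECQ1T1 50 nM; forked duplex (20 bp + 30-nt ss tails) 200 nM, ATP 2 mM final; pH 8.0, 2 mM MgCl2, 2.5 ug/ml poly(dI-dC); 15 min compound preincubation; discontinuous kinetic read over 2 h at RT.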
ALDH1A1 block = inhibitors of human aldehyde dehydrogenase 1A1; P00352; Purified ALDH1A1, NADH fluorescence, propionaldehyde substrate; Potency, µM (top dose mostly 75.3 µM), inactives show top-dose activity, negative = inhibition, hits mostly inhibitors; actives 7.3% (n = 220,000); active = well fitted inhibition curve with a large enough effect, not every such curve was filed as active; inconclusive = small, poorly fitted or top-dose-only effect, or another doubt; inactive = no such curve, though single readings can be large or run the other way;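 also: plate controls were no enzyme wells and a reference inhibitor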
TR SRC2 fluor cs = Texas Red fluorescence interference in TRb-SRC2 counter-screen | TRb/SRC2 Texas Red total fluorescence interference | AID 1479 | actives 0.29% (n = 280,000) | Potency, µM (doses to about 106 µM), without a hit: top-dose fluorescence change, negative = quenching; active = well fitted curve in either direction with a large enough effect; inconclusive = small, poorly fitted or top-dose-only effect; also: % is scaled to controls: 0 for no effect and ±100 for the full control effect
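Flags fluorescent or light-absorbing compounds by total fluorescence, S + 2P, at 555 nm excitation and 632 nm emission. Mixture: 20 nM Texas Red SRC2 peptide, 0.6 uM human TRb LBD, 1 uM T3, 5% DMSO; compound exposure 5 h at ambient temperature.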
TRb SRC2 PPI = inhibitors of human thyroid hormone receptor beta-SRC2 interaction; P10828; TRbeta-SRC2 peptide binding, fluorescence polarization; receptor liganded with 1 µM T3; Potency, µM (highest dose often 106 µM), for the others: top-dose activity change, negative = inhibition, actives largely listed as inhibitors; actives 0.065% (n = 280,000);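 also: plate controls were bound peptide for no effect and peptide without receptor for full effect; nearly all actives have a fitted effect of over 50% in size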
Target sequence (P10828 whole entry, looked up): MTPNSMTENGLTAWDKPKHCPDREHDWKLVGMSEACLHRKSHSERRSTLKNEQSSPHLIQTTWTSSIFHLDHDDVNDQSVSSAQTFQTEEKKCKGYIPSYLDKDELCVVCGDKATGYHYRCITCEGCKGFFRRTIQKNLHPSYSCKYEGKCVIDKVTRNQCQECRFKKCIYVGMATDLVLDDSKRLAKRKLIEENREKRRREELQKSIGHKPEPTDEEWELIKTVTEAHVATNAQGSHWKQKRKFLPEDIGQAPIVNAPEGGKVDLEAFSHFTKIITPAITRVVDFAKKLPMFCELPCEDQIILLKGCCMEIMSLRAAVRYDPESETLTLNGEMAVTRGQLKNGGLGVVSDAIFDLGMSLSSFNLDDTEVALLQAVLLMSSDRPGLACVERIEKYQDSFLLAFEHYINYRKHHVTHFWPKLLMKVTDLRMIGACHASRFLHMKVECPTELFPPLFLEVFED
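Polarization signal, normalized between peptide-alone and full complex controls, measured compound effects on T3-liganded human TRb LBD (0.6 uM) binding 20 nM Texas Red SRC2 peptide after 5 hr.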
Lamin A splicing = modulators of lamin A splicing | HeLa LMNA splicing GFP/RFP minigene ratio, 48 h | Potency, µM (doses to about 46.1 µM), without a hit: at the highest dose ratio change, negative = inhibition, usual class: inhibitors | actives 0.01% (n = 200,000) | AID 1487; active = well fitted inhibition curve with a large enough effect in the signal ratio, with a control signal flat, not every such curve was filed as active; inconclusive = small, poorly fitted or top-dose-only effect, or effect the other way, or a change in a side signal; the % refers to the signal ratio; also: % is scaled to controls: 0 for no effect and ±100 for the full control effect
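S3 HeLa stable clones carrying a lamin A-EGFP splicing minigene plus DsRed2 were seeded at 600 cells/well in Opti-MEM with 2% FBS, pin-dosed and incubated 48 h at 37°C. Acumen cytometry (488 nm) gave the GFP/RFP total-intensity ratio.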
SMN2 splice up = enhancers of SMN2 splice variant expression | HEK293 SMN2-luciferase splicing reporter, luminescence, 30-36 h | Potency, µM (series often up to 46.1 µM), for inactives: at the top dose activity change, positive = activation, usual class: activators | actives 2.8% (n = 210,000); also: % of control where 0% means no effect; nearly all actives have a fitted effect of over 55% in size
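HEK293 cells carry an SMN2 minigene-luciferase reporter in which exon 7 inclusion puts luciferase in frame. Cells were seeded at 2000 cells/well, attached for 10-12 hours, then exposed to compounds for 30-36 hours at 37C before ONE-Glo luminescence.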
JMJD2E inh = blocks human JMJD2E demethylase activity; B2RXH2; AID 2147; JMJD2E catalytic domain, FDH-coupled NADH fluorescence (FDH is formaldehyde dehydrogenase); Potency, µM (titrated, usually from 57.1 µM), for inactives: top-dose activity change, negative = inhibition, actives largely listed as inhibitors; actives 1.6% (n = 230,000); active = well fitted inhibition curve with a large enough effect, not every such curve was filed as active; inconclusive = small, poorly fitted or top-dose-only effect, or another doubt; inactive = no such curve, though single readings can be large or run the other way;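 also: 0% = wells with enzyme and -100% = buffer wells without enzyme; nearly all actives have a fitted effect of over 50% in size; many of its hits are not listed in these tables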
RGS12 GoLoco inh = blocks human Gai1 binding to RGS12 GoLoco peptide, red readout; P63096; Gai1:RGS12 GoLoco peptide FP, rhodamine, 10 min; Potency, µM (doses to about 61.6 µM), inactives show at the top dose activity, negative = inhibition, usual class: inhibitors; actives 0.44% (n = 230,000); active = well fitted inhibition curve with a large enough effect, not every such curve was filed as active; inactive = no such curve, though single readings can be large or run the other way; also: % is scaled to controls: 0 for no effect and ±100 for the full control effect; nearly all actives have a fitted effect of over 30% in size; many of its hits are not listed in these tables
Target sequence (P63096 whole entry, looked up): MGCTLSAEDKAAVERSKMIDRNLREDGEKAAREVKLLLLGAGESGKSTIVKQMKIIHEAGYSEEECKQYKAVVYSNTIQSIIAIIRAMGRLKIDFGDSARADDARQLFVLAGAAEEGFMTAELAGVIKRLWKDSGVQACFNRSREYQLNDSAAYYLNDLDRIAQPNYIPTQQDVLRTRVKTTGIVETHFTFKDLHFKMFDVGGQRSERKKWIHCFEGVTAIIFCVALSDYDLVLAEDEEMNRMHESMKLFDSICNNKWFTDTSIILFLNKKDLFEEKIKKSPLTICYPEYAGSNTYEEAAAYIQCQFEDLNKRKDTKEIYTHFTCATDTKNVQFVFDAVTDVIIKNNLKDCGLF
Active calls of the source: *; i = inactive; ? = inconclusive; nt = no result given; & = joins results of further samples; [ ] = another dose, or the depositor's remark. Unless noted, calls follow the shape of the dose curve; as a rule, active = well fitted curve in the direction sought with a large enough effect; inconclusive = small, poorly fitted or top-dose-only effect, or another doubt; inactive = no such curve, though single readings can be large; an effect the other way counts as inactive or inconclusive. Potency is read from the fitted curve at half-maximal effect. Only part of the results is shown; rates above refer to the full screens.

Each structure is followed by: RECQ1 helicase | ALDH1A1 block | TR SRC2 fluor cs | TRb SRC2 PPI | Lamin A splicing | SMN2 splice up | JMJD2E inh | RGS12 GoLoco inh
O=C(/C=C/c1ccc([N+](=O)[O-])cc1)Nc1ncc([N+](=O)[O-])s1
  -15% | ? | -2% | 3% | ? | 0.5µM* | 4% | -4%
CCC(=O)N1CC2(c3ccccc3)CN(C(=O)CC)CC(c3ccccc3)(C1)C2=O
  i | -3% | -4% | -7% | ? | 16% | -6% | 13%
COc1cc(OC)cc(-c2cc3nc(C)c(CCC(=O)NC(C)CCc4ccco4)c(C)n3n2)c1 (configuration not stated)
  -10% | ? | -4% | -5% | ? | -16% | ? | 8%
Cc1ccc2[nH]c(=O)c(CN(Cc3cccs3)Cc3nnnn3Cc3ccccc3)cc2c1
  -7% | 14µM* | -1% | 2% | ? | 0% | ? | 7%
CCc1ccc(NC(=O)CN(c2ccccc2)S(=O)(=O)N(C)C)cc1
  -14% | 1% | 2% | -3% | 14%[46 µM] | -1% | ? | -11%
O=C(N/N=C/c1cccc(Cl)c1Cl)Nc1ccccc1
  16% | ? | -2% | -5% | ? | 7% | 4% | 7%
Cc1ccc2cc3c(N)[nH]nc3nc2c1
  1% | ? | -1% | -4% | ? | 17%[1.84 µM] | 7% | 10%
CCN1C(=O)C(CC(=O)Nc2ccc(Cl)cc2)N(NC(=O)c2ccncc2)C1=S (configuration not stated)
  -17% | nt | -4% | 9% | nt | nt | -4% | 6%
Cc1ccc(S(=O)(=O)N2CCCCC2)cc1NC(=O)CN1C(=O)CN(C)C1=O
  15% | ? | 1% | -4% | nt | 5% | -9% | 1%
CCOC(=O)C1(CC2CC2)CCN(Cc2cnc(-c3ccccc3C)nc2)CC1
  i | -5% | -2% | -5% | ? | nt | -18% | -4%
Cc1ccc(CNC(=O)C2CCN(S(=O)(=O)c3cnc[nH]3)CC2)cc1
  -15% | 6% | -3% | 1% | 3% | -1% | 11% | -6%
c1ccc(-c2cccc(N3CCCC4(CCNCC4)C3)c2)cc1
  -10% | ? | nt | nt | nt | -7% | nt | 0%
O=C(Nc1nnc(-c2ccco2)o1)C1CCCCC1
  -2% | ? | 3% | 11% | 7% | 6% | -4% | 2%
Cn1nc(-c2ccc(C(=O)NCC3CCCO3)cc2)c2ccccc2c1=O (configuration not stated)
  i | -4% | 2% | -12% | 0% | nt | -9% | nt
CC(C)(C)Cc1nnc(NS(=O)(=O)c2ccc(F)cc2)s1
  -7% | ? | -1% | -4% | 13% | -3% | -5% | -1%
CCNC(=S)N1CCN(S(=O)(=O)c2cccc(C(F)(F)F)c2)CC1
  -10% | 4% | 1% | -1% | -9% | -11% | 0% | 0%
O=C(NCc1ccccc1Cl)c1ccc(Br)o1
  i | ? | 0% | 7% | 4%[46 µM] | -3% | 9% | 8%
C=CCN1C(=O)/C(=C2\SC(N3CCOCC3)=NC2=O)c2cc(Br)ccc21
  i | 3.5µM* | -3% | -12% | -13% | 11% | 2% | 0%
COc1ccc(CCNC(=O)COC(=O)c2ccc[nH]c2=O)cc1
  13% | 12% | 0% | -4% | 1% | 3% | -2% | 9%
N#C/C(=C\c1cn[nH]c1-c1ccccc1Br)C(=O)O
  2% | -10% | 0% | 2% | ? | 12% | -11% | 7%
O=C(c1ccco1)N(Cc1ccc([N+](=O)[O-])cc1)c1ccc(Br)cc1
  -17% | ? | 0% | -13% | 8%[0.0737 µM] | 0% | -1% | 6%
COc1cc2[nH]c(=S)n(Cc3ccc(F)cc3)c(=O)c2cc1OC
  i | 7% | -2% | 3% | nt | 11% | 9% | 9%
Cc1cc(=O)oc2cc(Oc3ncccn3)ccc12
  -1% | ? | 0% | 6% | 15% | ? | ? | 11%
COC(=O)NNC(=O)CCCOc1ccc(Cl)cc1Cl
  -5% | 2% | -2%[53 µM] | 5%[53 µM] | 8% | 11% | -17% | 4%
Cc1cccc(CN2CCN(C(c3ccccc3)c3ccc(Cl)cc3)CC2)c1 (configuration not stated)
  -4% | 3%&6% | -1%&1% | -1%&10% | ? | -31%&-27%[inhibitor] | -9%&2% | 8%&-7%
COc1cccc(NC(=S)N(CCN(C)C)C(C)c2ccncc2)c1 (configuration not stated)
  5% | nt | -1% | 14% | nt | nt | -5% | 1%
CCOC(=O)C1(Cc2ccccc2)CCCN(Cc2ccc(OCC)c(CO)c2)C1 (configuration not stated)
  i | 5% | -3%[53 µM] | 10%[53 µM] | nt | nt | 7% | 42%[activator]
CCOC(=O)N/N=C1/C[C@@H](O)[C@@H](O)[C@@H]2[C@H]3C(=O)N(c4ccc(F)cc4F)C(=O)[C@@H]3CC[C@H]12
  -1%[11.5 µM] | 13%[13.5 µM] | -1%[11.2 µM] | -1%[11.2 µM] | nt | nt | nt | nt
CCCc1nnc(NC(=O)CCC(=O)NCCc2ccc(OC)c(OC)c2)s1
  -1% | -18% | 5% | -3% | -9% | -11% | 2% | 3%
Cc1ccc(CNC(=O)CSc2nc(N3CCCCC3)nc(N3CCCCC3)n2)cc1
  6% | 2% | 0% | -3% | -9% | 4% | -2% | 3%
COc1ccc(Nc2nc(CC(C)=O)ns2)cc1
  6% | 2% | -2% | 1% | ? | 14µM* | -9% | 9%
COc1cc(CNCc2cccs2)ccc1OCc1ccccc1
  -18% | 16% | 0% | -5% | 7% | -11% | -4% | -6%
O=C(CCCn1c(=O)[nH]c2ccsc2c1=O)N1CCCCC1
  -12% | -7% | -3% | 1% | 14% | 8% | 2% | 4%
Cc1sc(NC(=O)CN(Cc2ccccc2)C(=O)C2CC2)c(C(N)=O)c1C
  -3% | ? | 2% | 6% | 27%[46 µM] | nt | 0% | 20%
CC(=O)NCCNc1ncnc2ccc(-c3ccc4c(c3)OCO4)cc12
  i | ? | nt | nt | 2% | nt | nt | 19%
O=C(CSCc1ccccc1Cl)NN=C1CCCCCC1
  -8% | 22µM* | -2% | 4% | -2% | -3% | 2% | 3%
Cc1cc(C)n2nc(-c3cccnc3)nc2n1
  0% | 6% | 0% | -1% | -2% | -6% | -6% | 3%
COc1ccc(-n2c(=O)cc(N3CCN(c4ccccc4OC)CC3)[nH]c2=O)cc1
  -11% | -2% | 0% | -1% | 7% | ? | 14% | -3%
COc1cccc(N/C=C/c2onc(C)c2[N+](=O)[O-])c1
  i | 9% | -1% | -2% | ? | ? | 3% | 17%
CC(C)(C)c1cc(NCc2ccccn2)n2ncc(-c3ccc(Cl)cc3)c2n1
  -5% | nt | -5% | 1% | nt | nt | ? | 2%
O=C(Nc1cccc(S(=O)(=O)N2CCCCCC2)c1)c1ccc2ccccc2n1
  i | 1% | 2% | 1% | ? | 9% | -6% | 0%
O=C(CSc1nc(-c2ccccc2)cc(=O)[nH]1)N1CCc2ccccc21
  -2% | 0% | 0% | -9% | 0% | 16% | -28% | 4%
O=[N+]([O-])c1ccc(NCCCNS(=O)(=O)c2ccc(Cl)cc2)c(Cl)c1
  i | 1% | -3% | 2% | 16% | -17% | -7% | -1%
O=C(N/N=C/c1cccc([N+](=O)[O-])c1)c1cc(-c2ccc3c(c2)OCO3)n[nH]1
  i | nt | -2% | -3% | nt | nt | -1% | 9%
O=S(=O)(c1ccc2c(c1)OCCO2)N1CCC(O)(c2ccc(Cl)cc2)CC1
  -5% | ? | -2% | 4% | ? | -73%[inhibitor] | -5% | 6%
CC(=O)c1ccc(-n2c(-c3cc(-c4ccsc4)n[nH]3)n[nH]c2=S)cc1
  -1% | ? | 0% | -4% | 33%[46 µM] | 8% | 1% | -4%
O=C(COC(=O)c1cccc(S(=O)(=O)N2CCc3ccccc32)c1)Nc1ccc(Cl)cn1
  -9% | -10% | 14% | 3% | -5% | 7% | 0% | 15%
Oc1[nH]c2ccc(Br)cc2c1N=NC(=S)NCC1CCCO1 (configuration not stated)
  6% | nt | -9% | 5% | nt | nt | 1% | 11%
COc1cc(CC(=O)N/N=C/c2ccccc2)c([N+](=O)[O-])cc1OC
  -6% | -5% | -2% | -9% | ? | -37%[inhibitor] | 0% | -3%
CCC(c1nnc(SCCNCCO)n1CCN1CCOCC1)N(C)C (configuration not stated)
  i | -7% | -3% | -4% | 0% | -4% | ? | 9%
C=C1CCC2C(CC2(C)C)C(=C)CC/C1=N/O (configuration not stated)
  0% | 0% | -4% | 1% | ? | 8% | 11% | 3%
CCc1nnc(NC(=O)c2ccc(Cl)c(S(=O)(=O)N3CCc4ccccc4C3)c2)s1
  -4% | -1% | 0% | 1% | ? | -18%[1.84 µM] | -6% | 6%
CC(OC(=O)c1nsc(Cl)c1Cl)C(=O)NCc1ccco1 (configuration not stated)
  1% | 2% | -1% | -4% | 3% | -5% | 5% | 4%
CC(=O)Nc1cccc(-c2csc(Nc3ccccn3)n2)c1
  i | -11% | -12% | -2% | -18% | 11µM* | -4% | 6%
O=C(c1ccccc1O)N1CCOCC1
  7% | nt | -1% | 0% | nt | nt | 4% | 3%
CCN(CC)C(=O)Cn1c(=O)oc2ccccc21
  i | nt | -1% | -2% | nt | nt | 3% | -3%
Nc1nc(SCC(=O)NCc2ccc3c(c2)OCO3)n[nH]1
  i | 2% | -3% | 4% | -9%[46 µM] | 8% | -2% | 7%
CCOC(=O)c1ccc(S(=O)(=O)NNC(=O)COc2ccc(C)cc2)cc1
  -6% | 6% | -1% | 4% | 2% | -5% | 3% | 8%
O=C(CCc1ccccc1)N1CCN(CCO)CC1
  -4% | 5% | 1% | 1% | -2% | 9% | 7% | -1%
Cc1cccc(NC(=O)CN2CCN(CC(=O)Nc3cccc(C)c3)CC2)c1
  i | 20µM* | 1% | 1% | 4% | -15% | -4% | -6%
CSc1ccccc1C(=O)Nc1cccc([N+](=O)[O-])c1C
  13% | 1% | -1% | 0% | 1%[46 µM] | 4% | 3% | 7%
O=S(=O)(c1cccc2nonc12)N1CCN(c2ccc(F)cc2)CC1
  -15% | -4% | 0% | -1% | 13%[46 µM] | nt | 5% | -2%
COC(=O)C1=C(C)NC(C)=C(C(=O)OC)C1c1ccc(-c2cccc([N+](=O)[O-])c2)o1
  -1% | nt | -6% | 1% | nt | nt | -19% | -3%
